Screens as filed in PubChem.
HCV inh = HCV inhibition | Huh7.5.1 HCVcc-Cre infection, luciferase reporter, 44 h | Potency, µM (series often up to 41.8 µM), without a hit: at the top dose activity change, negative = inhibition, most hits filed as inhibitors | actives 3.4% (n = 340,000) | AID 651820; further: potency means the concentration at half of the fitted maximal effect
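Compounds are dispensed onto cells plated 4 h earlier at 1,000 per well, with HCVcc-Cre virus (about 0.5 moi) added next. Following 44 h of culture, luminescent signal is measured for 15 sec after 15 min with substrate at room temperature.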
HCMV inh = inhibitors of human cytomegalovirus; activity change, negative = inhibition, % at 57.5 µM; actives 4.5% (n = 410,000); HFF cells, HCMV-luciferase reporter, 72 h; stronger effect = lower value; in the data active means activity change below about -60%; inconclusive means no clear call, values can overlap the other calls; inactive means above about -39%
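Steps: HFFs plated, 16 h 37C; compounds added; HCMV-luciferase added to MOI 1 PFU/cell; 72 h 37C; OneGlo reagent, 5 min room temperature; luminescence read, normalized to controls.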
AmpC inh no detg = blocks E. coli AmpC beta-lactamase in detergent-free assay; P00811; AmpC nitrocefin hydrolysis, absorbance 480 nm, 0.0001% Triton; Potency, µM (top dose mostly 57.1 µM), inactives show top-dose activity change, negative = inhibition, usual class: inhibitors; actives 0.52% (n = 330,000); AID 485341;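 further: potency means the concentration at half of the fitted maximal effect; plate controls were no compound for no effect and no enzyme for full effect; nearly all actives have a fitted effect of over 20% in size; some results filed as inactive show a strong effect at the top dose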
Target sequence (P00811 whole entry, looked up): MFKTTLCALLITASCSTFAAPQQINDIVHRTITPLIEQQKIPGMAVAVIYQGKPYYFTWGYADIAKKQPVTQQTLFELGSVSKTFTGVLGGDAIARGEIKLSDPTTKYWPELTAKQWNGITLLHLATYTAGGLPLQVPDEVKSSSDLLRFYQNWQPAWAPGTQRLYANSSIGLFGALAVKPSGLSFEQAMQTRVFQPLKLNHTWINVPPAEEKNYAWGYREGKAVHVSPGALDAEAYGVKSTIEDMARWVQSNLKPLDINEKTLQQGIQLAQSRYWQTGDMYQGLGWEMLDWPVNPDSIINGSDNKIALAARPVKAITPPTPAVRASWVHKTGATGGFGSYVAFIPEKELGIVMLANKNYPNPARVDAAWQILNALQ
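AmpC (5.3 nM in the dispensed reagent) in 20 mM phosphate pH 7.0 with 0.01% (detergent screen) or 0.0001% Triton X-100 was preincubated with compounds for 15 min at room temperature. Nitrocefin was then added from an 800 uM solution, and hydrolysis was followed at 480 nm.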
Sm TGR inh = S. mansoni TGR enzyme inhibition; Q962Y6; purified TGR, DTNB reduction, TNB absorbance 405 nm; Potency, µM (highest dose often 114 µM), for the others: at the highest dose activity change, negative = inhibition, most hits filed as inhibitors; actives 3% (n = 360,000); further: potency means the concentration at half of the fitted maximal effect; nearly all actives have a fitted effect of over 60% in size
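Kinetic colorimetric format: TGR-catalysed, NADPH-driven DTNB reduction monitored via TNB absorbance. Enzyme dispensed at 20 nM; compound exposure 15 min at room temperature before reaction start.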
AmpC inh detg = blocks E. coli AmpC beta-lactamase in detergent assay; AID 485294; Potency, µM (doses to about 114 µM), for inactives: top-dose activity change, negative = inhibition, most hits filed as inhibitors; AmpC hydrolysis of nitrocefin, absorbance 480 nm, 0.01% Triton; actives 0.041% (n = 370,000); P00811;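 further: potency means the concentration at half of the fitted maximal effect; 0% = no-compound wells and -100% = no-enzyme wells; nearly all actives have a fitted effect of over 25% in size; some results filed as inactive show a strong effect at the top dose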
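20 mM phosphate pH 7.0 + 0.01% (detergent screen) or 0.0001% Triton X-100; 5.3 nM AmpC reagent; cpd preinc 15 min RT; nitrocefin (800 uM stock) to start; A480 q20 s × 4 min; Activity was normalised to no-enzyme and no-compound control wells.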
FBPA Giardia inh = Giardia lamblia aldolase inhibition; Potency, µM (doses to about 59.6 µM), for the others: at the top dose activity, negative = inhibition, actives largely listed as inhibitors; A8B2U2; purified Giardia FBPA; AID 2451; actives 0.71% (n = 290,000); further: potency means the concentration at half of the fitted maximal effect; nearly all actives have a fitted effect of over 55% in size
Target sequence (A8B2U2 whole entry, looked up): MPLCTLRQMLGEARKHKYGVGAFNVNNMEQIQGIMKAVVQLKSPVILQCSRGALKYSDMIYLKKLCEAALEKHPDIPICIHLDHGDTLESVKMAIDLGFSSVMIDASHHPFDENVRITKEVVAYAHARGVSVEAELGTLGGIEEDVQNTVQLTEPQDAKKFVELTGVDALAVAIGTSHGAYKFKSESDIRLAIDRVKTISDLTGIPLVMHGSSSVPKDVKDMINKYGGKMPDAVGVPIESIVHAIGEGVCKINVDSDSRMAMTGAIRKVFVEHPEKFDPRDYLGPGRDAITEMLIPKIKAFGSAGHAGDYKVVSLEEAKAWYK
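40 nM FBPA preincubated 10 min at RT with compound (up to 57.5 uM final), then substrate plus GAPDH/TPI/NAD/arsenate coupling and diaphorase/resazurin added. Fluorescence read after 20 min at RT, 525/598 nm.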
Starred values were filed as active, the others as inactive; u = inconclusive; x = no result given; & = joins results of further samples; [ ] = remark or other dose. Unless noted, the call rests on the fitted dose curve; in most records, active means well fitted curve in the direction sought with a large enough effect; inconclusive means small, poorly fitted or top-dose-only effect, or another doubt; inactive means no such curve, though single readings can be large; an effect the other way counts as inactive or inconclusive. Unless noted, on the % scale 0 is the no-effect control and ±100 the full control effect.

SMILES | HCV inh | HCMV inh | AmpC inh no detg | Sm TGR inh | AmpC inh detg | FBPA Giardia inh
C=CCN(c1ccccc1)S(=O)(=O)c1ccc2c(c1)NC(=O)C(C)S2 (centres undefined) | -22% | 3 | u | 0% | -1% | x
COc1ccc(N(C(=O)c2snc(C(N)=O)c2N)C(C(=O)NC2CCCC2)c2ccc(F)cc2)c(OC)c1 (centres undefined) | 11µM* | 42 | 29% | 7% | 4% | 8%
COC(=O)c1sc(N2C(=O)C(O)=C(C(=O)c3ccc(C)o3)C2c2ccc([N+](=O)[O-])cc2)nc1C (centres undefined) | 3% | 3 | -9% | -15% | 1% | x
COc1ccc(/C=C(\C#N)C(=O)Nc2cc(S(=O)(=O)N3CCCCC3)ccc2N2CCCCC2)cc1 | 1% | -13 | u | -2% | -10% | 1%
CCc1ccc([C@@H]2CC=C(C(=O)O)[C@H](c3ccccc3F)N2S(=O)(=O)c2ccc(C)cc2)cc1 | 24% | -14 | -25% | -14% | u | x
CCOC(=O)Cn1c(=O)n(CC2CCCO2)c2nc(-c3ccc(C(C)C)cc3)nc(C(N)=O)c21 (centres undefined) | x | -7 | x | 0% | -1% | x
Cc1c(Nc2nc(-c3cccc([N+](=O)[O-])c3)cs2)c(=O)n(-c2ccccc2)n1C | 0% | -40 | -2% | -13% | -4% | 5%
COc1ccc(/C=C/C(=O)CCC(=O)O)cc1 | 11% | -20 | -7% | 0% | -5% | 5%
Cc1cccc(N2CCN(S(=O)(=O)c3ccc4c(c3)NC(=O)CO4)CC2)c1C | -5% | u | -20% | 3% | -2% | x
CC(C)N(C(=O)Cn1cc(S(=O)(=O)CC(=O)NCc2ccccc2)c2ccccc21)C(C)C | -13% | 33 | -20% | -3% | 1% | x
CCOc1ccc(NC(=O)CN2CCN(CC(=O)Nc3ccc(F)c(F)c3)CC2)cc1 | -28% | -33 | 96%[activator] | u | 0% | -4%
COc1ccc(NC(=O)CN2CCN(S(=O)(=O)c3cccs3)CC2)cc1Cl | -7% | u | -15% | -9% | u | x
CCOc1ccc(NC(=O)CN(C)C(=O)c2cccnc2Sc2ccc(C)c(C)c2)cc1OCC | -17% | -3 | 92%[activator] | -15% | u | u
Cc1ccc(-c2nnc(SCC(=O)NC3CCS(=O)(=O)C3)nc2-c2ccc(C)cc2)cc1 (centres undefined) | 17% | -15 | -21% | -5% | -3% | -1%
CC(C)(CO)Cc1cc(C(C)(C)C)c(O)c(C(C)(C)C)c1 | u | -12 | 12% | -8% | u | 5%&2%
COc1cccc(C2CC(=O)Nc3c2c(=O)n(C)c2nc4ccccc4n32)c1 (centres undefined) | x | 11 | x | 1% | -1% | x
CN1CCN(CC(=O)NN(Cc2ccccc2)c2ccccc2)CC1 | 31%[activator] | -25 | -3% | 0% | 3% | u
C/C=C(\C)C(=O)NCCN1C2=NC[C@H](C(C)C)N2C[C@H]1Cc1ccc(O)cc1 | 14% | 12 | -11% | -9% | -9% | -4%
O=C(CSc1nnc(-c2ccncc2)n1CC1CCCO1)Nc1cccc(O)c1 (centres undefined) | 15% | 3 | -2% | 4% | 2% | 5%
Cc1ccc(NC2CCCCC2NS(=O)(=O)c2ccc(Cl)cc2)cc1 (centres undefined) | -1% | 5 | -39% | -3% | -19% | -1%

Brought forward from above: two compounds, followed by the next part.
SMILES | HCV inh | HCMV inh | AmpC inh no detg | Sm TGR inh | AmpC inh detg | FBPA Giardia inh
O=C(CSc1nnc(-c2ccncc2)n1CC1CCCO1)Nc1cccc(O)c1 (centres undefined) | 15% | 3 | -2% | 4% | 2% | 5%
Cc1ccc(NC2CCCCC2NS(=O)(=O)c2ccc(Cl)cc2)cc1 (centres undefined) | -1% | 5 | -39% | -3% | -19% | -1%
O=C(NC1CCCCC1)c1ccc2[nH]c(=O)c(=O)[nH]c2c1 | 7% | -34 | -15% | -16% | -10% | -2%
CCN(CC(=O)NCc1ccc(Cl)cc1)C(=O)CNS(=O)(=O)c1ccc(NC(C)=O)cc1 | 24% | x | -5% | 2% | 4% | x
O=C(NCc1ccc2c(c1)OCO2)c1cc2ccccc2o1 | 21% | -4 | -18% | -4% | 4% | 0%
O=C(c1ccco1)N1N=C(C2CCCCC2)CC1(O)C(F)(F)F (centres undefined) | 3% | -15 | 7% | -18% | -3% | 0%
CNC(=O)Nc1ccccc1NC(=O)NC | 0% | -10 | -19% | -2% | u | 1%
COCc1ccc(C(=O)NC2CCCc3c2cnn3-c2cc(C)cc(C)c2)s1 (centres undefined) | 13µM* | u | 151%[activator] | -16% | u | -6%
O=C(NCC(c1ccc2c(c1)OCO2)N1CCOCC1)c1ccc(F)cc1 (centres undefined) | x | 13 | x | -3% | 2% | x
COc1ccc2oc(C(=O)OCC(=O)NC(C)(C#N)C3CC3)c(C)c2c1 (centres undefined) | 4% | 14 | -23% | -4% | -12% | x
Cc1ccc(NC(c2nnc(-c3ccccc3)o2)c2ccccc2F)c(Cl)c1 (centres undefined) | x | 27 | x | 9% | 19% | x
CCN(CC)c1cc(C(F)(F)F)nc(-c2ccccn2)n1 | -17% | -19 | 4% | 1% | u | 6%
Cc1ccccc1OCC1CNC(=O)O1 (centres undefined) | 16% | -14 | 0% | x | -7% | 0%
CC(=O)C(Sc1nc(-c2ccc(F)cc2)nc2c1c(=O)n(C)c(=O)n2C)C(C)=O | x | x | -12% | 0% | 3% | 0%
COc1cc(/C=C2\SC(c3ccc(C)cc3)=NC2=O)cc(OC)c1O | -2% | -75* | 9% | -26% | 7% | 14µM*
O=C(O)c1ccc(Br)cn1 | 20% | 45 | -39% | 0% | -3% | u
Cc1c(CCC(=O)NC2CC2)c(=O)oc2c(C)c(O)ccc12 | -1% | x | -11% | -11% | u | 2%
COc1ccc(OC)c(-c2csc(NC(=O)COC(=O)C3(C)CC3(Cl)Cl)n2)c1 (centres undefined) | 14µM* | 11 | -37% | -2% | -14% | x
COc1cccc(-c2ccc(SCc3ccccn3)nn2)c1 | -22% | 67 | -6% | 0% | -12% | -8%
Cc1cc[n+](-c2[nH]c(=O)sc2/C=N/N=C(\[O-])c2ccccc2)cc1 | 30%[activator] | -4 | -22% | 2% | 9% | u
O=C(Nc1nnc(C2CCCC2)s1)C1CCN(S(=O)(=O)c2ccc(Cl)cc2)CC1 | 13% | x | -18% | -13% | -5% | 6%
Cc1ccc(-n2nc3c(N4CCC(C(=O)NCc5ccccc5C)CC4)nnc(C)c3c2C)cc1 | 6.3µM* | x | 167%[activator] | 23% | 3% | 3%
CC1CCCCN1C(=O)c1cc2c(=O)n3ccccc3nc2s1 (centres undefined) | -7% | 62 | -12% | -2% | -15% | -9%
CCOc1ccc(S(=O)(=O)N(CC(=O)Nc2ccc3c(c2)OCO3)c2ccccc2)cc1 | x | u | x | 1% | 5% | x
Cc1ccc(S(C)(=O)=O)cc1C(=O)Nc1ccc(S(=O)(=O)Nc2nccs2)cc1 | 8% | -32 | -28% | -11% | -1% | x
Cc1cccc(NC(=O)NC2CCCCCCC2)c1C | -11% | -13 | -2% | 6% | 1% | x
Cn1c(SCC(=O)Nc2ccc(F)cc2F)nnc1-c1cccnc1 | 6% | 0 | 0.32µM* | 0% | u | 0%
O=C(O)CCC(=O)Nc1cccc(-c2csc(-c3ccccc3)n2)c1 | -5% | -33 | -2% | 3% | 0% | 20%
Cc1ccc(NC(=O)/C(C#N)=C\c2ccc(-c3ccc(Cl)cc3)o2)c(C)c1 | x | u | x | -8% | -2% | x
COc1ccccc1N1CCN(C(=O)Cn2c(=O)n3nc(-c4cccc(C)c4)nc3c3ccccc32)CC1 | x | 15 | x | 3% | 2% | x
COc1cccc(N(C(=O)Cn2nnc(-c3ccc(C)cc3)n2)C(C(=O)NC(C)(C)C)c2c[nH]c3ccccc23)c1 (centres undefined) | u | -66* | 21% | 1% | -5% | -9%
COc1ccc(C2CN(C)CC2C(=O)c2ccc(F)cc2)cc1Cl (centres undefined) | -25% | 27 | -7% | -5% | 1% | 2%
CCNS(=O)(=O)c1ccc(Br)c(OC)c1 | 1% | -14 | 1% | -10% | -3% | 13%
Oc1ccc2c3c1OC1c4oc5ccccc5c4C[C@@]4(O)[C@@H](C2)N(CC2CC2)CC[C@]314 (some centres undefined) | -5% | -61* | -29% | x | x | x
CN(C)S(=O)(=O)N(CC(=O)Nc1ccc(S(=O)(=O)N2CCCC2)cc1)c1ccccc1 | -14% | -2 | -23% | -3% | -2% | -2%
Cc1cccc(NC(=O)COC(=O)c2cccc(S(=O)(=O)N3CCCCCC3)c2)c1 | 0% | -8 | -6% | 4% | -2% | x
O=C(CSc1nccn1Cc1ccc(F)cc1)NCc1ccco1 | x | 3 | x | -9% | 6% | x
COc1cc(OC)cc(-n2nnnc2SCC(=O)NCc2cccs2)c1 | -7% | 11 | -9% | x | 5% | 2%
COc1ccccc1C(=O)Nc1ccccc1OCc1cc(=O)n2c(C)csc2n1 | x | 16 | x | -1% | 3% | x
Cc1ccc(S(=O)(=O)n2cc(-c3ccccc3)c3ccccc32)cc1 | u | -71* | -12% | 2% | 4% | x
COc1ccc(NC(=S)NNC(=O)C(C)n2nc(C)c([N+](=O)[O-])c2C)cc1 (centres undefined) | 15% | -11 | -17% | -2% | -3% | 6%
CCC(=O)N1CCc2cc(Br)cc(S(=O)(=O)CCC(=O)NCCc3cccc(C)c3)c21 | x | 18 | x | -34% | -8% | x

A different layout for 4 compounds above:
Every second line gives: HCV inh | HCMV inh | AmpC inh no detg | Sm TGR inh | AmpC inh detg | FBPA Giardia inh
Cc1ccc(NC(c2nnc(-c3ccccc3)o2)c2ccccc2F)c(Cl)c1 (centres undefined)
→ x | 27 | x | 9% | 19% | x
CCN(CC)c1cc(C(F)(F)F)nc(-c2ccccn2)n1
→ -17% | -19 | 4% | 1% | u | 6%
Cc1ccccc1OCC1CNC(=O)O1 (centres undefined)
→ 16% | -14 | 0% | x | -7% | 0%
CC(=O)C(Sc1nc(-c2ccc(F)cc2)nc2c1c(=O)n(C)c(=O)n2C)C(C)=O
→ x | x | -12% | 0% | 3% | 0%

Next section
SMILES | HCV inh | HCMV inh | AmpC inh no detg | Sm TGR inh | AmpC inh detg | FBPA Giardia inh
O=C(NNC1=NC2(CCCC2)Cc2ccccc21)c1cccnc1 | 2% | -28 | -6% | 0% | -8% | -7%
COCCn1c(C)cc(/C=C2/NC(=O)N(Cc3ccc(C)cc3)C2=O)c1C | u | -24 | 47% | -33% | -2% | -8%
COCCNC(=O)Cn1ncc2c(C)n(Cc3ccc(C)cc3)c(C)c2c1=O | x | -8 | x | -3% | -1% | x
Cc1noc(C)c1COC(=O)c1cc(S(=O)(=O)N2CCOCC2)ccc1Cl | u | 28 | -2% | x | x | x
CCOC(=O)C(=CNc1nc2ccc(C(=O)OCC)cc2s1)C(=O)OCC | u | 13 | -13% | 8% | -14% | 6%
CC(=O)N1CCCc2cc(S(=O)(=O)N3CCC(C(=O)NCc4ccc(N(C)C)cc4)CC3)ccc21 | x | 18 | x | 6% | -5% | x
Nc1c(C(=O)CSc2nnc(Cc3ccccc3)o2)c(=O)[nH]c(=O)n1C1CC1 | -19% | 1 | -35% | -3% | -6% | x
